Screening results deposited in PubChem BioAssay by Johns Hopkins Ion Channel Center.
CHT inh: inhibits the human high affinity choline transporter. CHT-expressing cells, membrane potential dye, choline response; stronger effect = lower value. B-score at 10 µM. Q9GZV3. 310,000 tested, 0.86% active;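 active = B-score over 3 SD under the library average, and starting fluorescence ratio not unusually high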;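 also: choline stimulus applied at its EC90 after an EC20 pre-addition; B-score computed on integrated fluorescence ratio after choline addition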
Target sequence (Q9GZV3 whole entry, looked up): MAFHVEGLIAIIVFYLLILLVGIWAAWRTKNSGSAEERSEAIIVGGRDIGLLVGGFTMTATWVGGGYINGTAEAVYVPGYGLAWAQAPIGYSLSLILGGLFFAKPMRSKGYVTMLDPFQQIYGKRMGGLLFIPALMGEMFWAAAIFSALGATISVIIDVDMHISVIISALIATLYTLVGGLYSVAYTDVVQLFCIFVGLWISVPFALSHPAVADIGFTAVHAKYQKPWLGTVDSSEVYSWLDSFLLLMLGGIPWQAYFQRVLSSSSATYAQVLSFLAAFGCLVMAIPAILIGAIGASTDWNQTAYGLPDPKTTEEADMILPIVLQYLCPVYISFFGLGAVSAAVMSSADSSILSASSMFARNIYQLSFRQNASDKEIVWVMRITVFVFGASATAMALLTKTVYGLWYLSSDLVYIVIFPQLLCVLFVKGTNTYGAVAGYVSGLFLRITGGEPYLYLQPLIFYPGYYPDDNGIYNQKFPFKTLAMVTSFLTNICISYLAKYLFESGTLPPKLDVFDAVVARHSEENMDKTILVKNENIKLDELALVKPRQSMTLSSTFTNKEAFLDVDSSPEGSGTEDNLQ
Kir21 block: Kir2.1 (mouse) channel inhibition. P35561. HEK293-Kir2.1, FluxOR thallium flux fluorescence; stronger effect = lower value. B-score at 10 µM. 310,000 tested, 0.85% active;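 active = fluorescence ratio B-score at or below minus 3 SD of library scores, with starting-brightness B-score within 2 SD, cut at about -4.2 in these data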;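 also: channel flux triggered by added potassium and thallium sulfate stimulus; B-score of peak minus minimum fluorescence over baseline after thallium stimulus; more negative B-score means stronger Kir2.1 block with less thallium influx; some compounds called inactive have numbers as strong as hits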
Target sequence (P35561 whole entry, looked up): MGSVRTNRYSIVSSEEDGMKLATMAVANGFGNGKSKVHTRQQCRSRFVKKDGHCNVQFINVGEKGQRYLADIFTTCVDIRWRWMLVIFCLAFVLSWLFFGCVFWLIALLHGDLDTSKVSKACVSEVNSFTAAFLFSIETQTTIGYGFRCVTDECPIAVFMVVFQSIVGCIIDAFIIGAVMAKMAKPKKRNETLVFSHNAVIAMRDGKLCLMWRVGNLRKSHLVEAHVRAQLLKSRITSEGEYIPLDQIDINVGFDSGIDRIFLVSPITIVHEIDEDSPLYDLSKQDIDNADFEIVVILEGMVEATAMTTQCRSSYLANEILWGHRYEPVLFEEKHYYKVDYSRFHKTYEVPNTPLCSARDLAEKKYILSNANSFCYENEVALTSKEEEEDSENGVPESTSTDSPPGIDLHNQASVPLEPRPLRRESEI
KCNQ2 block: KCNQ2 potassium channel inhibitors, primary screen, cell-based, CHO-K1, FluxOR thallium flux, B-score (AID 2156); O88943; 20 min; stronger effect = lower value; B-score at 10 µM; 310,000 tested, 1.1% active;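 active = fluorescence ratio B-score at most minus 3 library SDs, with starting brightness B-score within 2 library SDs, cut at about -5.5 in these data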
Active calls of the source: *; i = inactive; / = not tested or not shown.

SMILES	CHT inh	Kir21 block	KCNQ2 block
CC(CC(=O)N(C)CC(=O)Nc1ccc(N2CCOCC2)cc1)c1ccccc1 (stereo not given)	i	-0.01	i
CCC1=NNC(=O)C(CC(=O)Nc2ccccc2)c2cc(OC)c(OC)cc21 (stereo not given)	i	0.76	i
CNc1nc(Oc2ccc(C(=O)OC)cc2)nc(SC)n1	i	0.52	i
OCCSc1nncn1/N=C/c1c[nH]c2ccccc12	i	-0.75	i
O=C(CCNS(=O)(=O)c1ccccc1)N1CCN(c2ccccc2)CC1	i	0.01	i
Cn1c(CSCc2ccccc2)nnc1SCC(=O)Nc1nccs1	i	-0.38	i
N/C(=N\OC(=O)c1cccnc1)c1ccc(Cl)cc1Cl	i	-0.02	i
COc1ccc(CN2CCSCC2)cc1C	i	1.1	i
COCC(=O)Nc1ccccc1NC(C)=O	i	1.3	i
Cc1ccc2c(CC(=O)OCC(=O)N(CC(C)C)c3c(N)n(Cc4ccccc4)c(=O)[nH]c3=O)coc2c1	i	0.4	i
O=C1CC(C(=O)Nc2ccccc2)N=C(N2CCCCC2)N1 (stereo not given)	i	0.69	i
COc1cc(C(=O)Nc2nnc(C3=COCCO3)o2)cc(OC)c1OC	i	-0.71	i
c1ccc(CSc2snnc2-c2ccccc2)cc1	i	-2.1	i
Cc1csc2c(=O)sc(NC(=O)c3ccc(F)cc3Cl)nc12	i	0.29	i
O=C(C1CC2CCC1C2)N1CCN(Cc2ccc3c(c2)OCO3)CC1 (stereo not given)	i	0.48	i
NC(=O)c1cc(S(=O)(=O)NCc2cccs2)cs1	i	0.87	i
Cc1nn(C(=O)C(C)N2C(=O)c3ccccc3C2=O)c(C)c1Br (stereo not given)	/	-3.4	i
Cc1sc2nc(CSC(C)C(=O)Nc3ccc(C(N)=O)cc3)[nH]c(=O)c2c1C (stereo not given)	i	-1.6	i
CCOc1ncccc1C(=O)OC(C)C(=O)Nc1ccc(CC)cc1 (stereo not given)	i	-0.45	i
Cc1nn2c(=O)cc(CSCC(=O)Nc3ccccc3F)nc2s1	i	-0.2	i
CC1CCN(C(=O)c2cccc(S(=O)(=O)N3CCCc4ccccc43)c2)CC1	i	-3.1	i
COc1cccc(Oc2ccc(N)cc2)c1	i	0.66	i
O=S(=O)(Nc1cccc(C(F)(F)F)c1)c1cnc[nH]1	i	-0.99	i
CCOc1nc2c(c(-c3cccs3)c1C#N)Cc1ccccc1-2	i	0.22	i
CCOC(=O)C1=C(c2ccccc2)NC(=O)NC1c1ccc(OC)cc1 (stereo not given)	i	0.31	i

Grouped by structure: the entries above with an NH in an aromatic ring
SMILES	CHT inh	Kir21 block	KCNQ2 block
OCCSc1nncn1/N=C/c1c[nH]c2ccccc12	i	-0.75	i
Cc1ccc2c(CC(=O)OCC(=O)N(CC(C)C)c3c(N)n(Cc4ccccc4)c(=O)[nH]c3=O)coc2c1	i	0.4	i
Cc1sc2nc(CSC(C)C(=O)Nc3ccc(C(N)=O)cc3)[nH]c(=O)c2c1C (stereo not given)	i	-1.6	i
O=S(=O)(Nc1cccc(C(F)(F)F)c1)c1cnc[nH]1	i	-0.99	i

Next structures:
SMILES	CHT inh	Kir21 block	KCNQ2 block
Cc1ccc(CNC(=O)C2CCCN(S(=O)(=O)c3c(C)[nH]c(=O)[nH]c3=O)C2)cc1 (stereo not given)	i	-0.57	i
O=C(NCc1cccnc1)C1CCC(CNS(=O)(=O)c2cccc3nsnc23)CC1 (stereo not given)	i	-3.1	i
CCC(CC)C(=O)Nc1cccc(C(=O)Nc2ccc3c(c2)OCO3)c1	i	1.3	i
O=C(CCCN1C(=O)CCC1=O)Nc1ccc(Br)cc1F	i	-0.4	i
COc1ccc(OCC(O)CNC(=O)Nc2ccccc2)cc1 (stereo not given)	i	0.12	i
Cn1c(C(=O)NCCCN2CCN(c3ccccc3F)CC2)cc2c(=O)n(C)c3ccccc3c21	i	0.86	i
Cc1ccc(NC(=O)c2cc(-c3ccccc3)n[nH]2)cc1	i	0.56	i
O=C(c1ccccc1)N1CCN(C(=O)c2cccnc2)CC1	i	-1.9	i
COc1ccc(-n2nc(C(=O)NCC(=O)NCCCN3CCOCC3)c3ccccc3c2=O)cc1Cl	i	1	i
CC(C)c1ccc(/C=C/C(=O)O)cc1	i	0.66	i
COc1ccc(CC(=O)N2CCCc3ccccc32)cc1OC	i	-1.7	i
CCn1cnc2sc(-c3ccccc3)cc2c1=O	i	-1.7	i
COC(=O)c1cc(Br)c(=O)n(CCC2=CCCCC2)c1	i	-0.38	i
Cc1ccc(N(CC(=O)N2CCN(c3ccc(F)cc3)CC2)S(=O)(=O)c2c(C)noc2C)cc1	i	-0.3	i
CCOC(=O)CSc1nccc(N(C)C)c1C#N	i	-0.16	i
CCc1ccc(N2C(=O)CN(Cc3sccc3C)C2=S)cc1	i	1.3	i
O=C(Nc1cccc(Cl)c1)Nc1ccc(Cl)cn1	i	0.62	i
Cc1ccc(OCC(=O)Nc2sc3c(c2C#N)CC(C)(C)NC3(C)C)cc1	i	-0.03	i
COc1ccc(C(=O)Nc2cc(OC)cc(OC)c2)cc1	i	0.2	i
Cc1nn(CC(=O)NN)c(C)c1Br	i	-1	i
Cc1ccc(NC(=O)CCNS(=O)(=O)c2cc(Br)cnc2N)c(Cl)c1	i	-0.37	i
COc1ccc2c(c1)-c1ccccc1S(=O)(=O)N2C(C)=O	i	1.5	i
CCC(=O)Nc1ccc(NC(=O)CSc2nnnn2-c2cccnc2)cc1C	i	-0.61	i
O=C(Nc1ccc(Oc2ccc(C(=O)O)c(C(=O)O)c2)cc1)c1cccs1	i	0.06	i
COc1ccccc1N1CCN(CC(O)c2ccc3cc[nH]c3c2)CC1 (stereo not given)	i	0.13	i

(more compounds)
SMILES	CHT inh	Kir21 block	KCNQ2 block
O=C(CSc1nc(-c2ccccc2)c(-c2ccccc2)[nH]1)Nc1ccc2c(c1)OCO2	i	-0.6	i
COc1cc2c(cc1OC)-c1nc3ccccc3c(=O)n1C(C)(C)C2	i	-1.3	i
Cc1cc(F)ccc1S(=O)(=O)N1CCCOC1CNC(=O)C(=O)NCc1ccco1 (stereo not given)	i	0.9	i
COc1c(/C=C2\SC(=Nc3ccccc3Cl)NC2=O)cccc1[N+](=O)[O-]	i	-1.6	i
CNc1nc(SCC(=O)Nc2ccccc2)nc(N2CCOCC2)n1	i	1.8	i
COC(=O)CN(c1c(C)cccc1C)S(C)(=O)=O	i	-0.06	i
CC(C)CCOc1ccc(C(=O)O)cc1	i	0.02	i
CCOC(=O)c1c(C)c[nH]c1C	i	-0.04	i
Cc1ccc(NC(=O)NC(=O)CSc2nnc(-c3ccc(Cl)cc3Cl)n2N)c(C)c1	i	-0.25	i
COc1ccc(/C=C(\NC(=O)c2ccc(Cl)cc2)C(=O)NCC2CCCO2)cc1OC (stereo not given)	i	-1.2	i
Cc1ccc(C)c(NC(=O)CN(C)C(=O)[C@@H](NC(=O)c2ccc(C(C)(C)C)cc2)C(C)C)c1	i	1.8	i
Cc1ccc2c(c1)c1nnc(SCC(=O)Nc3ccc(N(C)C)cc3)nc1n2CC(=O)O	i	-0.01	i
COc1ccc(C)cc1NC(=O)c1nn(-c2ccccc2)cc1OC	i	0.67	i
CC1CCN(C(=O)CN(Cc2ccc(F)cc2)S(C)(=O)=O)CC1	i	0.5	i
CCOc1cc(C(=O)N(C)CC(=O)Nc2cccc(F)c2)ccc1OCC(=O)N1CCCCC1	i	-1.1	i
CCOc1ccccc1NC(=O)Cn1c(-c2ccc(Cl)cc2)noc1=O	i	0.21	i
O=C(/C=C/c1ccccc1)N(Cc1ccc(Cl)cc1)C1CCS(=O)(=O)C1 (stereo not given)	i	-0.94	i
CCOC(=O)c1[nH]c2ccc(OC)cc2c1C	i	1.5	i
CC(=O)Nc1ccc(S(=O)(=O)N2CCCCC2c2cccnc2)cc1 (stereo not given)	i	2.5	i
S=C(Nc1ccc2snnc2c1)N1CCN(c2ccccn2)CC1	i	-0.05	i
CC(=O)NCCn1c(SCC(=O)Nc2ccc(C)cc2)nc2ccccc2c1=O	i	-0.94	i
C1CCCN(c2nc3nonc3nc2N2CCCCCC2)CC1	i	0.61	i
CCN(CC)C(=S)Nc1ccc(OC)cc1	i	-1.6	i
CCNC(=O)N1CCCC(C(=O)c2ccc3cc(OC)ccc3c2)C1 (stereo not given)	i	-0.53	i
COc1ccc(N(C(=O)c2snc(C(N)=O)c2N)C(C(=O)NC2CCCCC2)c2ccc(C)o2)cc1 (stereo not given)	i	0.41	i

Further results follow.
SMILES	CHT inh	Kir21 block	KCNQ2 block
Cc1cccc2c1Sc1ccc(Cl)cc1CC2N1CCNCC1 (stereo not given)	i	-4.2	-8.4*
O=S(=O)(NCc1ccccc1Cl)c1cccs1	i	0.94	i
COc1cc(Br)c(C(C)NC(=O)c2ccc(C)cc2)cc1OC (stereo not given)	i	-0.7	i
COc1cc(OC)c2c(O)c3c(c(-c4c5c(c(O)c6c(OC)cc(OC)cc46)CO[C@@H](C)[C@H]5O)c2c1)[C@H](O)[C@H](C)OC3	i	-1.4	i
CC(C)c1ccc(C(C(=O)NC(C)(C)C)N(C(=O)CNC(=O)c2ccco2)c2cccnc2)cc1 (stereo not given)	i	-0.24	i
O=C(N/N=C/c1c(O)n(-c2ccccc2Cl)c(=O)c2ccccc12)c1cccnc1	/	-3.8	i
NC(=O)CC(NC(=O)Cc1ccc(Br)cc1)c1ccc(NC2CCN(Cc3ccccc3)CC2)c([N+](=O)[O-])c1 (stereo not given)	i	0.84	i
CCN(CC)c1ccc2nc3ccccc3[n+](CC)c2c1	i	-0.33	i
Cc1ccc2nc(-c3ccccn3)oc2c1	i	-0.33	i
CCOC(=O)C(C(=O)NCc1cccc(OC)c1)c1ncc(C(F)(F)F)cc1Cl (stereo not given)	i	1.1	i
Cc1nc2ccccc2c(=O)n1NC(=O)COc1ccccc1	i	1.4	i
CCOC(=O)C1CCCN(C(=O)Cc2c(C(=O)O)[nH]c3ccccc23)C1 (stereo not given)	i	-1.5	i
Cc1ccc(C)c(NC(=O)CN(C)C(=O)c2ccccc2Cc2ccccc2)c1	i	-4.3*	i
CCCCCCc1ccc(N2C[C@H](Cc3ccccc3)[C@@H](CC(=O)Nc3ccccc3)C2=O)cc1	i	-0.08	i
CCN(CC)C(=O)CSc1nc2ncccc2[nH]1	i	1	i
Cc1cccc(C(=O)Nc2sc(C(=O)N3CCCC3)c(C)c2C#N)c1	i	0.94	i
CC(C)C(=O)Nc1ccc2c(c1)nc(CCN1CCN(c3ccccc3)CC1)n2C	i	1.6	i
CC(=O)c1ccccc1OCCCOc1cccc2cccnc12	i	-0.23	i
Cc1cc2n(n1)C(c1ccsc1)Nc1ccccc1-2 (stereo not given)	i	-0.73	i
Cn1ncc(Cl)c1C(=O)NC1C2CC3CC(C2)CC1C3 (stereo not given)	i	-0.43	i
COc1ccc(-c2[nH]ncc2/C=N\NC(=O)c2ccc(C(C)(C)C)cc2)cc1OC	i	0.26	i
c1cncc(CNc2ncn[nH]2)c1	i	1.1	i
CCc1cccc(NS(=O)(=O)c2ccc(-n3cccn3)cc2)c1	i	0.8	i
COc1cc(S(=O)(=O)n2ccc(C)n2)ccc1Cl	i	0.21	i
Cc1nnc(NCCN2CCOCC2)[nH]c1=O	i	0.02	i

Full records from above. Values in the order: CHT inh	Kir21 block	KCNQ2 block
COc1cc(Br)c(C(C)NC(=O)c2ccc(C)cc2)cc1OC (stereo not given) reads i	-0.7	i
Cn1ncc(Cl)c1C(=O)NC1C2CC3CC(C2)CC1C3 (stereo not given) reads i	-0.43	i
COc1ccc(-c2[nH]ncc2/C=N\NC(=O)c2ccc(C(C)(C)C)cc2)cc1OC reads i	0.26	i

(cont.)
SMILES	CHT inh	Kir21 block	KCNQ2 block
COc1ccc(/C=C(/C#N)C(=O)Nc2cccc(C)c2C)cc1C(=O)O	i	-1.7	i
Cc1cccc(C(=O)NNC(=O)CSc2nnc(C3CC3)n2C)c1	i	-0.21	i
O=C(Oc1ccc(-c2cnc3ccccc3n2)cc1)c1ccc(Cl)c([N+](=O)[O-])c1	i	-0.78	i
CCOC(=O)c1c(C)[nH]c(C(=O)OCC(=O)N2c3ccccc3CC2C)c1C (stereo not given)	i	-0.84	i
O=C1CC(c2ccccc2)Sc2nc3ccccc3n21 (stereo not given)	i	-2.2	i
Cc1ccc(C(=O)Nc2nnc(NC(=S)Nc3ccccc3)s2)cc1	i	-1.2	i
CCCCOc1ccc(/C=c2\sc3ncnn3c2=O)cc1	i	0.24	i
COc1cc(Cl)c(S(=O)(=O)NCCCN2CCOCC2)cc1Cl	i	-1.3	i
CC(CN1CCCC1)OC(=O)c1ccc(F)cc1 (stereo not given)	i	0.07	i
C=CCc1c(OC)ccc2c1c(S(=O)(=O)c1ccc(C)cc1)cn2COC	i	-0.14	i
O=C(CN1CCN(S(=O)(=O)c2ccc(Br)cc2)CC1)N/N=C/c1ccco1	i	-0.57	i
Cc1ccccc1NC(=S)Nc1ccccc1	i	0.79	i
O=C(O)C1C2C=CC(C2)C1C(=O)NC(c1ccccc1)c1ccccc1 (stereo not given)	i	0.23	i
CS(=O)(=O)N1CCCC(C(=O)NCc2ccc(F)cc2Cl)C1 (stereo not given)	i	-0.8	i
CCCCC(=O)Nc1nc(C)c(-c2csc(Nc3ccccc3OC)n2)s1	i	0.98	i
COc1ccc(CCNS(=O)(=O)c2ccc(OC)cc2)cc1	i	-1.5	i
COC(=O)c1ccc(NC(=O)CSc2nnc(CNc3ccc(F)cc3)n2C)cc1	i	-0.5	i

The order is random. Share with any hit: about 2.6%.
